Bioassay records as filed in PubChem.
OX1R antag-1: blocks the human orexin 1 receptor. O43613. OX1R-expressing cells, FRET antagonist read-out. inhibition, % at 6.6 µM. 1.8% of 330,000 active. AID 485270; in the data active means inhibition mostly above about 38%, no sharp cut-off; inactive means mostly below about 40%;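 further: 0% = agonist challenge alone and 100% = reference antagonist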
Target sequence (O43613 whole entry, looked up): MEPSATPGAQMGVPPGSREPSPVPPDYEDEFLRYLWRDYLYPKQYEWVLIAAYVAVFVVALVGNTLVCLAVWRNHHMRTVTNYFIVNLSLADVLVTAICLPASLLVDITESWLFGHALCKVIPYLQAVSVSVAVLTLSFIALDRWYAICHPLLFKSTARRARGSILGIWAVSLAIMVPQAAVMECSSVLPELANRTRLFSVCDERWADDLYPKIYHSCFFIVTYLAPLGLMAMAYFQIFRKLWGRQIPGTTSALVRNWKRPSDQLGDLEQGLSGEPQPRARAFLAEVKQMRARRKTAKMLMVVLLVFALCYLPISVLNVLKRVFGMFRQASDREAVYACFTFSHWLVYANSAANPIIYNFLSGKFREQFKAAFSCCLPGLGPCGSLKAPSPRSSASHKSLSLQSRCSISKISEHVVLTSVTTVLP
OX1R antag-2: blocks the human orexin 1 receptor | O43613 | CHO/OX1R cells, Fluo-8 calcium fluorescence, orexin A | inhibition, % at 5 µM | 0.43% of 330,000 active | AID 434989;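 active means inhibition above its plate's threshold, mean inhibition of all tested compounds on the plate plus 3 SD, cut at about 37% in these data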;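 further: 0% = orexin A challenge wells and 100% = SB-334867-A antagonist wells; not every result past the cut was called active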
An asterisk follows results filed as active.

SMILES | OX1R antag-1 | OX1R antag-2
C[C@@H]1CCC2[C@](C)(CO)[C@@H](O)CC[C@]2(C)[C@@]12CC[C@@](CO)(CC(=O)O)O2 (stereo partly specified) | 6 | 1
CC[C@H](C)/C=C/C1=CC2=C(Cl)C(=O)[C@@]3(C)OC(=O)C(C(=O)[C@H](C)[C@@H](C)O)=C3C2=CO1 | 9 | -3
CCOC(=O)c1c(Cl)c(C)nn1-c1nc(OC)cc(OC)n1 | 18 | -30
O=C1Nc2ccc(S(=O)(=O)NCC3CCCO3)c3cccc1c23 (stereo unspecified) | 46 | -23
COc1ccc(C(=O)c2ccc(CC#N)s2)cc1 | 25 | 2
CCOc1ccc(-n2c(-c3ccc(Cl)cc3)c[n+]3c2SCC3)cc1 | 2 | -2
COC(=O)Cn1c(=NC(=O)c2nc3ccccc3s2)sc2cc(S(C)(=O)=O)ccc21 | 8 | -19
COc1ccc(CNC(=O)C(c2ccncc2)N(C(=O)Cc2cccs2)c2ccc(C)cc2)cc1 (stereo unspecified) | 21 | -26
O=C(Nc1ccc(S(=O)(=O)NCc2ccccc2)cc1)C1CCCCC1 | 5 | 1
O=C(/C=C/c1ccc2ccccc2n1)N1CCN(S(=O)(=O)c2ccc(F)cc2)CC1 | 11 | -23
COc1ccc(OC)c(/C=N\Nc2nccs2)c1 | 7 | -9
COc1nc(N)c(S(=O)(=O)c2ccccc2C)cc1C#N | 4 | -11

Quoted from the listing:
Entry of `COc1ccc(CNC(=O)C(c2ccncc2)N(C(=O)Cc2cccs2)c2ccc(C)cc2)cc1` (stereo unspecified) under OX1R antag-2: -26
Entry of `O=C(/C=C/c1ccc2ccccc2n1)N1CCN(S(=O)(=O)c2ccc(F)cc2)CC1` under OX1R antag-1: 11

The results go on:
SMILES | OX1R antag-1 | OX1R antag-2
O=C(CSc1ccc(-c2cccs2)nn1)c1cccs1 | 111* | 20
CCOC(=O)c1sc2ncnc(Nc3cccc(C(=O)O)c3)c2c1C | 10 | 2
CCOc1ccc(S(=O)(=O)N/N=C(\C)c2ccc(Cl)c(Cl)c2Cl)cc1 | 28 | -21
O=C(NCC1c2ccccc2CCN1C(=O)CN1C(=O)c2ccccc2C1=O)C1CCCCC1 (stereo unspecified) | 20 | -32
COc1ccc(NC(=O)Cn2nnc(C(=O)NCc3ccco3)c2N)c(OC)c1 | 10 | -14
CCC(C)[C@H](NC(=O)N1CCCC1)C(=O)OC (stereo partly specified) | 2 | -11
O=C(Nc1cc([N+](=O)[O-])ccc1C(=O)NCCN1CCOCC1)c1ccccc1 | 75* | -6
CCCn1nc(NC(=O)CC)c2cc3cccc(C)c3nc21 | 11 | -37
COc1ccc(NC(=S)NCc2ccc(F)cc2)cc1 | 5 | -15
COc1ccc2c(c1)C(=O)CC(c1ccc(OC)c(OC)c1)O2 (stereo unspecified) | 8 | -5
NC(=O)CN1C(=O)NC2(CCCc3ccccc32)C1=O (stereo unspecified) | 34 | 0
O=C(c1ccco1)N1CCN(C(=O)C2CCCN(S(=O)(=O)Cc3ccccc3)C2)CC1 (stereo unspecified) | 13 | -19
COc1ccccc1N1CCN(CCCCCCOc2ccc(F)cc2)CC1 | 12 | -35
CC1(C)CC(=O)C(C=NCCc2ccc(O)cc2)=C(O)C1 | 16 | -11
Cc1cccc(-n2cc(CN3CCN(c4ccccn4)CC3)c(-c3cccc(F)c3)n2)c1 | 16 | -40
Cc1csc(Sc2nc3c(c(=O)[nH]c(=O)n3C)n2CCCc2ccccc2)n1 | 12 | -9
COc1ccc(OC)c(NC(=O)CSc2ccc(-c3cccnc3)nn2)c1 | 12 | -12
CCOC(=O)c1cnn2c(N)c(C#N)cnc12 | 19 | -6
CCCn1nc2cc(C(=O)NC3CCCc4ccccc43)ccc2c1OCC (stereo unspecified) | 9 | -25
CCOC(=O)C1(Cc2ccc(Cl)cc2)CCN(C(=O)c2ccoc2)CC1 | 24 | -28
CC(C)c1ccc(NC(=O)c2ccc(NC3=NC4CS(=O)(=O)CC4S3)cc2)cc1 (stereo unspecified) | -1 | 4
CC(OC(=O)c1cccc(N(C)C)c1)C(=O)N1CCc2ccccc2C1 (stereo unspecified) | 13 | -32
COc1ccc(C)cc1NC(=O)c1ccc(NC(=O)CC2SC(N3CCCC3)=NC2=O)cc1 (stereo unspecified) | 7 | -27
C[C@]12C(=O)N(c3ccc(Cl)cc3)C(=O)N1[C@@H]1c3ccccc3OC[C@@H]1[C@H]2c1ccccc1 | 8 | -44
CCOC(=O)CSc1nc(C)c(CC)c(C)c1C(N)=O | 13 | -14
N#Cc1ccccc1NC(=O)CN(Cc1ccccc1)Cc1ccccc1 | 15 | -47
O=C(O)c1ccc(CS(=O)(=O)Cc2ccccc2F)o1 | 9 | 5
O=C(c1ccco1)N1CCN(C(=O)N2c3ccccc3Sc3ccccc32)CC1 | 11 | -8
Nc1c(C(=O)N/N=C/c2cccnc2)oc2nc(-c3ccccc3)cc(-c3ccco3)c12 | 2 | -21
COCc1cc(C)c(C#N)c(=S)[nH]1 | 29 | -11
O=C1NC(=S)N/C1=C/c1cc([N+](=O)[O-])ccc1O | 43 | -4
CC(C(=O)OCC(=O)N1CCN(c2ccccc2)CC1)N1C(=O)c2ccccc2C1=O (stereo unspecified) | 6 | -24
Cc1ccc(/C=C/C(=O)OCC(=O)NC(=O)NCc2ccco2)cc1 | 8 | -14
CCCCc1nc(SCC(=O)N2CCOCC2)c2c(=O)n(C)c(=O)n(C)c2n1 | 17 | -25
N#C/C(=C/c1ccc(O)c(O)c1)c1nc2ccccc2[nH]1 | 5 | 1
COc1ccccc1-c1nnc2sc(-c3cc4ccccc4o3)nn12 | 12 | -9
COc1ccc(S(=O)(=O)Nc2ccc(S(=O)(=O)N(C)C)cc2)cc1[N+](=O)[O-] | 12 | 8
COc1cc(C2C(C#N)=C(N)Oc3n[nH]c(-c4ccncc4)c32)cc(OC)c1OC (stereo unspecified) | 31 | -6
COc1ccc(CCNC(=O)CCCOc2ccc(Cl)cc2)cc1OC | 16 | -5
CNC(=S)N1N=C(c2ccc(C)cc2)CC1c1ccc(Cl)cc1 (stereo unspecified) | 12 | -20
O=C(Nc1ccc(Cl)c([N+](=O)[O-])c1)c1ccncc1 | 19 | -8
Cc1ccc(-c2nn(-c3ccccc3)cc2C2SCC(=O)N2Cc2ccccc2)o1 (stereo unspecified) | 14 | -24
CCCN(CCC)CC(=O)N1CC(=O)Nc2ccccc21 | 2 | -18
C[N+](C)(C)CC(O)CC(=O)O (stereo unspecified) | 11 | -3
CCOc1c(OC)ccc2c3c(c(=O)oc12)CCCC3 | 11 | -31
COc1cc(/C=N/NC(=O)c2sc(N)c(C#N)c2C)ccc1O | 20 | 2
O=C(c1ccc(Cl)nc1)N1CCN(C/C=C/c2ccccc2)CC1 | 18 | -17
CCCN1C(=O)c2ccccc2NC1c1ccc(O)c(OCC)c1 (stereo unspecified) | -7 | -4

Full records from above:
Entry for CCOc1c(OC)ccc2c3c(c(=O)oc12)CCCC3 = OX1R antag-1 = 11; OX1R antag-2 = -31
Entry for CNC(=S)N1N=C(c2ccc(C)cc2)CC1c1ccc(Cl)cc1 (stereo unspecified) = OX1R antag-1 = 12; OX1R antag-2 = -20

The list goes on:
SMILES | OX1R antag-1 | OX1R antag-2
O=C(NC1CC1)C1CCC(=O)N1C1CCCC1 (stereo unspecified) | 10 | -1
CSc1ccccc1OCc1cc(C(=O)N2CCc3sccc3C2)no1 | 16 | -29
O=C1C2C3C=CC(C3)C2C(=O)N1c1n[nH]c(-c2cccnc2)n1 (stereo unspecified) | 17 | 7
Cc1ccc(-n2nc3c(N4CCC(C(=O)NCCc5ccco5)CC4)nnc(C)c3c2C)cc1 | 12 | -38
CC(Sc1ccccc1)C(=O)N1CCN(S(=O)(=O)c2ccccc2F)CC1 (stereo unspecified) | 25 | -3
CCOC(=O)N1CCC(NC(=O)c2cccnc2SC)CC1 | -6 | 2
CCOc1ccc(N(CC(=O)NCCCOC)S(C)(=O)=O)cc1 | 10 | 0
Oc1c(N=NC(=S)Nc2ccccc2F)c2ccccc2n1Cc1ccc(Cl)cc1 | 6 | -17
O=C(CSC1=NCCS1)Nc1nc2c(s1)CCCC2 | 7 | -25
COc1ccc2c(c1OC)C(=O)N1C2SC(C)(C)[C@H]1C(=O)NCC(C)C (stereo partly specified) | -1 | -41
NCCS(=O)(=O)NC1CCCCC1 | 15 | 0
CN1CCN(CC#CC2(O)CCCCC2)CC1 | 9 | 11
COc1ccc(/C=C2\Oc3cc(OCC(=O)N4CCC[C@H]4C(=O)O)ccc3C2=O)c(OC)c1 | 15 | -10
Cc1nn(CCc2n[nH]c(=S)n2-c2cccc(Cl)c2)c(C)c1[N+](=O)[O-] | 6 | -26
O=C(O)CCCN(Cc1cccc(Br)c1)S(=O)(=O)c1ccc(Br)cc1 | 21 | -15
Cc1ccccc1N1CCN(S(=O)(=O)c2ccc3oc(=O)ccc3c2)CC1 | 46 | 11
Cc1ccc2nc(C)cc(N3CCOCC3)c2c1 | 23 | -10
O=C(Nc1ccncc1)c1c(F)c(F)c(F)c(F)c1F | 10 | -3
c1cc(C2CCN(Cc3nc(-c4ccc5c(c4)OCO5)no3)CC2)ccn1 | 23 | -23
COc1ccc(C(=O)c2ccc(N3CCOCC3)cc2)c(OC)c1 | 19 | -18
COc1cccc(/C=N/N2CCN(C)CC2)c1 | 5 | 6
COc1ccc(NC(=S)N2CCC(C(=O)c3ccc(OC)cc3)CC2)cc1 | 2 | -2
CC(C)C(c1nnnn1CCc1ccccc1)N1CCOCC1 (stereo unspecified) | 13 | -15
COc1ccc(/C=N/NC(=O)c2ccccc2OCc2ccccc2)c(OC)c1 | 23 | -28
Cc1ccccc1NC(=S)NCc1ccc2[nH]c3c(c2c1)CCCC3 | 23 | -19
Cc1cc(C)c2c(CC(=O)O)c(C)[nH]c2c1 | 4 | -30
O=C(CNC(=O)c1ccccc1F)NCCOc1ccccc1Cl | 25 | -1
Cc1cccc(NC(=S)NCCN(C2CCCCC2)C2CCCC2)c1 | 2 | -7
Cc1cc(C(=O)Nc2cccnc2)on1 | 18 | -2
O=C(N/C(=C\c1cccnc1)C(=O)N1CCOCC1)c1cccc(Br)c1 | 14 | -20
CN(Cc1ccccc1Cl)C(=O)c1cnccc1C(F)(F)F | 3 | -13
O=C(CNC(=O)c1ccccc1)N=Nc1c(O)[nH]c2ccc(Br)cc12 | 21 | -18
CCOc1ccccc1NC(=O)CSc1nnc(CNC(=O)c2c(F)cccc2Cl)o1 | 9 | -25
COC(=O)c1ccc(C2Nc3ccccc3NC3=C2C(=O)CC(C)(C)C3)cc1 (stereo unspecified) | 5 | -10
CC(=O)N(Cc1ccccc1C)c1cccc(C)c1C | 31 | -36
N#CC(c1ccccc1)C1CCN(Cc2ccccc2)CC1 (stereo unspecified) | 11 | -28
Cc1cccc(C)c1NC(=S)N/N=C/c1c(Cl)cccc1Cl | 1 | -13
O=C(Nc1cc(S(=O)(=O)N2CCCCC2)ccc1O)c1ccccc1NS(=O)(=O)c1ccc(F)c(F)c1 | 83* | 12
C#CCOCCOCCOCCNc1nc(N2CCN(C(=O)CCCCCCCCCCNC(=O)[C@H]([C@@H](C)CC)n3cc(CCCCN=C(N)N)nn3)CC2)nc(N2CCN(C(=O)CCCCCCCCCCNC(=O)[C@H](CCCN=C(N)N)n3cc(C[C@@H](C)CC)nn3)CC2)n1 | 7 | -19
CC(=O)C1=C(O)C(=O)N(Cc2ccccc2)C1c1ccc([N+](=O)[O-])cc1 (stereo unspecified) | 10 | 0
Cc1ccc(S(=O)(=O)N2CCCC2)s1 | 4 | -5
Cc1ccc(-n2[nH]c(C)c(C=Nc3cc(C)ccn3)c2=O)cc1 | 37 | -16
Cc1cccc(OCC(=O)N2CCN(C(=O)c3ccc([N+](=O)[O-])cc3)CC2)c1 | 26 | -9
CS(=O)(=O)N1CCN(C2C3CC4CC(C3)CC2C4)CC1 (stereo unspecified) | 10 | 4
CCOC(=O)C1CCN(CC(O)COc2ccc(C(=O)CC)cc2)CC1 (stereo unspecified) | 21 | -22
CN(C)S(=O)(=O)c1cccc(NC(=O)COc2cccc(C#N)c2)c1 | 5 | -6
O=C(N/N=C/C=C\c1ccccc1[N+](=O)[O-])c1ccncc1 | 27 | -19
COc1cc(C(=O)N2c3ccccc3CCC2C)cc(OC)c1OC (stereo unspecified) | 12 | -28

Some of the entries so far, with each value named:
Cc1ccc(-c2nn(-c3ccccc3)cc2C2SCC(=O)N2Cc2ccccc2)o1 (stereo unspecified)
  OX1R antag-1: 14	OX1R antag-2: -24
CCCN(CCC)CC(=O)N1CC(=O)Nc2ccccc21
  OX1R antag-1: 2	OX1R antag-2: -18
C[N+](C)(C)CC(O)CC(=O)O (stereo unspecified)
  OX1R antag-1: 11	OX1R antag-2: -3
CCOc1c(OC)ccc2c3c(c(=O)oc12)CCCC3
  OX1R antag-1: 11	OX1R antag-2: -31

Back to the main list, starting three compounds before the break.
SMILES | OX1R antag-1 | OX1R antag-2
CN(C)S(=O)(=O)c1cccc(NC(=O)COc2cccc(C#N)c2)c1 | 5 | -6
O=C(N/N=C/C=C\c1ccccc1[N+](=O)[O-])c1ccncc1 | 27 | -19
COc1cc(C(=O)N2c3ccccc3CCC2C)cc(OC)c1OC (stereo unspecified) | 12 | -28
Cc1ccc(NC(=O)CSc2ncccc2C(=O)Oc2cccc([N+](=O)[O-])c2)cc1Cl | 7 | 20
Cc1ccc2c(c1)C1CN(C)CCC1N2S(=O)(=O)c1ccc(C#N)cc1 (stereo unspecified) | 10 | -25
CCC(C(=O)N(C(C)C)C(C)C)c1ccccc1 (stereo unspecified) | -2 | -21
CCOc1ccc(S(=O)(=O)Nc2cc(F)ccc2F)c2cccnc12 | 14 | -12
CN(C)S(=O)(=O)N1CCC(Oc2ccc(C(=O)N3C[C@@H]4CCC[C@H]3C4)cc2)CC1 | 20 | -12
CC(C)Oc1cccc(C(=O)Nc2ccc(CN3CCOCC3)cc2)c1 | 5 | -23
